hERG WT inh: inhibitors of human wildtype KCNH2 potassium channel; hit rate 0.37% among 340,000; activity change, % at 1.84 µM; U2OS, BacMam KCNH2, thallium flux FluxOr; hits give low values; Q12809;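 active = maximum activity change below -70%; inconclusive = maximum activity change between -70% and -50%; inactive = maximum activity change above -50%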; note: % is set by controls: 0 for no effect and ±100 for the full control effect
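U2OS cells transduced with wild-type KCNH2 virus are loaded with FluxOr dye for 45 min, and thallium flux is measured in kinetic reads before and after stimulation buffer. Rate constants are normalized to DMSO controls.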
TCR act: T cell receptor activation | primary human leukocytes, anti-CD3, IL-2 HTRF, 48 h | Potency, µM (top dose mostly 9.22 µM), for inactives: top-dose activation of IL-2 secretion, actives largely listed as activators | 330,000 tested, under 10 active; note: % of control where 0% means no effect
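TCR engagement came from a-CD3 beads alone, with compounds added to primary human leukocytes for 48 hr. Secreted IL-2 bridged europium cryptate- and d2-labelled anti-IL-2 antibodies, giving FRET emission at 665nm after 320nm excitation.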
Giardia killer: kills Giardia lamblia. Giardia lamblia trophozoite viability. activity change, % at 7.66 µM, hits read low. hit rate 0.15% among 340,000. AID 540267; in the data active = activity change below about -80%; inconclusive = between about -30% and that limit;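 note: parasites exposed to compound for two days anaerobically before the ATP read; % is set by controls: 0 for no effect and ±100 for the full control effect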
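Each well holds 100 Giardia trophozoites and compound. After two days (48 hrs) at 37 deg C in anaerobic conditions, ATP is quantified by luminescence.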
TSHR antag: antagonists of human thyroid stimulating hormone receptor; P16473; AID 504810; TSHR-expressing cells, TSH-stimulated cAMP HTRF, 2 h; hits give low values; activity change, negative = inhibition, % at 11.5 µM; hit rate 0.2% among 330,000;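 active = activity change below a set negative limit, meaning inhibition stronger than a set level, cut at about -70% in these data; inconclusive = activity change between two set negative limits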; note: % is set by controls: 0 for no effect and ±100 for the full control effect
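Antagonism was scored as loss of TSH-driven cAMP in TSHR cells, stimulated with 4nM TSH (EC80) for 2 hours at 37 deg C and detected by homogeneous HTRF competition immunoassay.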
Tb PFK block: inhibitors of T. brucei phosphofructokinase; AID 485367; Potency, µM (titrated, usually from 57.5 µM), inactives show top-dose activity, negative = inhibition, most hits filed as inhibitors; hit rate 0.17% among 330,000; T. brucei PFK, ADP-Glo luminescence;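 note: potency is the fitted concentration of half-maximal effect; 0% = uninhibited 1x PFK enzyme wells and -100% = no-enzyme wells; nearly all actives have a fitted effect of over 60% in size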
Target sequence (O15648 whole entry, looked up): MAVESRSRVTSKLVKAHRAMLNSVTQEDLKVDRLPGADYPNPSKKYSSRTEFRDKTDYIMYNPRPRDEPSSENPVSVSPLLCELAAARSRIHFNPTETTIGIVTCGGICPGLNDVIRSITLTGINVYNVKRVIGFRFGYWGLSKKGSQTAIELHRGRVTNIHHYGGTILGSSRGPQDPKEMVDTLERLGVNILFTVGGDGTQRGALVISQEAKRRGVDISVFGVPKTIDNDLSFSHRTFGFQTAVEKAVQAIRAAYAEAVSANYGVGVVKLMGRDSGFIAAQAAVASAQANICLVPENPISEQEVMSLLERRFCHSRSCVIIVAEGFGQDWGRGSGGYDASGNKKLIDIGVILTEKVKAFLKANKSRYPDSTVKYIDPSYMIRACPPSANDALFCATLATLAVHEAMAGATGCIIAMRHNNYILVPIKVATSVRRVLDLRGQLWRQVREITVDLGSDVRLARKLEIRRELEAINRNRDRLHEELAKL
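Activity is normalized to no-enzyme wells (full inhibition) and 1.25 nM enzyme wells (no inhibition). Reaction: 0.5 mM F6P, 0.1 mM ATP, 45 min RT, ADP-Glo luminescence; concentration-response curves fitted and classed by quality.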
Chronic BCR inh: blocks chronic active B-cell receptor signaling; Potency, µM (top dose mostly 46.1 µM), for the others: at the top dose ratio change, negative = lower green/red ratio, actives largely listed as inhibitors; hit rate 0.05% among 340,000; ABC-DLBCL IkBa-CBG/CBR reporter, luminescence ratio, 4 h; active = well fitted inhibition curve with a large enough effect in the signal ratio, with a control signal flat, not every such curve was filed as active; inconclusive = small, poorly fitted or top-dose-only effect, or effect the other way, or a change in a side signal; the % refers to the signal ratio;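 note: potency is the fitted concentration of half-maximal effect; plate controls were basal doxycycline-induced cells for no effect and cells given 10 µM MG132 for full effect; MG132 reads +100%, hits lower the ratio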
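Cell line TMD8 (human ABC DLBCL), stably expressing tet-inducible CBG68-IkBa fusion and CBR; IMDM/0.5% FBS; cpd up to 46 uM; dox induction, 4 h, 37C/5% CO2; dual luminescence; green/red ratio; MG132 control.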
AT treatment: candidate therapy for ataxia-telangiectasia; […] A-T fibroblasts, KAP-1 phosphorylation AlphaLISA; neocarzinostatin DNA damage 30 min before lysis; Potency, µM (series often up to 57.5 µM), inactives show at the highest dose activation, usual class: activators; hit rate 0.19% among 320,000; note: potency is the fitted concentration of half-maximal effect; % of control where 0% means no effect; nearly all actives have a fitted effect of over 45% in size
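hTERT-immortalized A-T patient fibroblasts ([…]), 500 cells/well in OPTI-MEM, 1% FBS, got compounds for 60 min, then NCS for 30 min at 37C. Lysates were then assayed for phospho-KAP-1 by AlphaLISA (anti-pKAP1 donor, anti-KAP1 acceptor beads), 6 hr at 25C.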
Coupling enz: coupling enzyme interference in Giardia aldolase counter-screen; hit rate 0.67% among 290,000; coupling enzyme system counterscreen, AmpLite Red fluorescence; AID 2472; activity change, negative = inhibition, % at 58.2 µM, hits read low; in the data active = activity change below about -30%; note: % is set by controls: 0 for no effect and ±100 for the full control effect
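Coupling enzymes only (glyceraldehyde-3-phosphate) + compound, at 57.5 uM final, 10 min RT; add substrate/coupling/AmpLite Red mix, 20 min RT; fluorescence ex 525/em 598 nm. Actives flag coupling-system interference.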
CXXC DNA block: inhibitors of human MLL CXXC domain-DNA interaction; Q03164; MLL-CXXC / FITC-HOXA9 DNA fluorescence polarization; Potency, µM (doses to about 115 µM), for inactives: at the highest dose activity change, negative = inhibition, actives largely listed as inhibitors; hit rate 0.037% among 290,000; AID 2662; active = well fitted inhibition curve with a large enough effect in the polarisation, with a control signal flat, not every such curve was filed as active; inconclusive = small, poorly fitted or top-dose-only effect, or effect the other way, or a change in a side signal; inactive = no such curve, though single readings can be large or run the other way; the % refers to the polarisation; note: potency is the fitted concentration of half-maximal effect
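Purified MLL-CXXC (added from a 7 uM solution) was preincubated 5 min at ambient with pinned compounds in 50 mM Tris-HCl pH 7.5, 50 mM NaCl, 1 mM DTT, 0.05% BSA. Fluorescein-labeled HOX-A9 DNA (50 nM solution) followed, 30 min, then polarization read.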
GALK inh: inhibitors of human galactokinase. P51570. Purified GALK, Kinase-Glo residual ATP luminescence. Potency, µM (doses to about 57.5 µM), for inactives: at the highest dose activity change, negative = inhibition, usual class: inhibitors. hit rate 0.007% among 270,000. AID 1868; note: potency is the fitted concentration of half-maximal effect; % is set by controls: 0 for no effect and ±100 for the full control effect
Target sequence (P51570 whole entry, looked up): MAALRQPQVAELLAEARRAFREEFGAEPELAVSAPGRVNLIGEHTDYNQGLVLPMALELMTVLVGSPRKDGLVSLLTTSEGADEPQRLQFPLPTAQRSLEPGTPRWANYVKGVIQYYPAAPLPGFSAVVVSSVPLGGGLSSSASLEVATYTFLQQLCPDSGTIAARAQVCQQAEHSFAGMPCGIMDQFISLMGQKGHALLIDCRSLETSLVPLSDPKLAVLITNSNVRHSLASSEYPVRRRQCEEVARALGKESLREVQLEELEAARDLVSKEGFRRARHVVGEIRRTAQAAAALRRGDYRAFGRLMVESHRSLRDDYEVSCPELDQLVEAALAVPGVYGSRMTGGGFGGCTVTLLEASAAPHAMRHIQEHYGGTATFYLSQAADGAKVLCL
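Quantitative HTS: GALK 5 nM, ATP 35 uM, galactose 100 uM, 1 h room temperature, then luciferase-based ATP detection.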
* marks the source's active call; other numbers are inactive results; ? = inconclusive; nt = no result given; [ ] = another dose, or the depositor's remark. Unless noted, calls come from the whole dose curve; as a rule, active = well fitted curve in the direction sought with a large enough effect; inconclusive = small, poorly fitted or top-dose-only effect, or another doubt; inactive = no such curve, though single readings can be large; an effect the other way counts as inactive or inconclusive.

nr	molecule	hERG WT inh	TCR act	Giardia killer	TSHR antag	Tb PFK block	Chronic BCR inh	AT treatment	Coupling enz	CXXC DNA block	GALK inh
1	COc1ccc(C(C)(C)C)cc1NC(=O)c1[nH]c(C)c(C(C)=O)c1C	-4.1	-3.8%	0.5	-6.8	-4.9%	?	-2.8%	0.1	-12.7%	13.1%
2	Cc1ccc2c(CC(=O)NCC(=O)Nc3c(C)cccc3C)coc2c1	-3.2	1.8%	2.6	-3.9	-2.0%	0.4%	-5.4%	nt	nt	nt
3	COc1cc(OC)c(OC)cc1/C=N/NC(=O)c1cccc(S(=O)(=O)N2CCOCC2)c1	-5.6	3.5%	-3.0	-2.4	1.6%	-5.1%	-2.6%	-0.8	27.2%	2.1%
4	CC(OCC(O)CN(C)CCOc1ccccc1)c1ccc(Cl)cc1 (stereo not drawn)	27.3	4.5%	-16.5	-2.2	0.4%	-0.1%	16.0%	1.1	-0.7%	3.1%
5	COc1cc(-n2ccnc2SC)c(Cl)cc1Cl	4.2	6.8%	-12.2	26.4	5.1%	-1.9%	-0.1%	3.1	6.5%	-0.2%
6	Cc1ccccc1CSCCNC(=S)Nc1ccccc1	-2.5	-1.9%	-4.9	-7.7	5.5%	?	3.7%	-2.3	-5.2%	3.2%
7	COC(=O)c1sc(N)c(C(=O)OC)c1CSc1nc2sc3c(c2c(=O)n1C)CCC3	-0.6	-1.9%[46.1 µM]	-1.1	1.7	-4.3%	19.9%	2.1%	2.2	2.0%	0.6%
8	COc1cc2c(cc1OC)C(c1cc(OC)c(OC)c(OC)c1)NCC2 (stereo not drawn)	-10.4	3.7%	3.6	-30.9	-1.9%	9.6%	0.2%	6.3	?	-3.2%
9	COc1ccc(-c2oc(NC(=O)c3ccc(C)cc3)c(C#N)c2-c2ccc(OC)cc2)cc1	0.7	3.4%	3.5	-5.3	1.3%	?	1.4%	-0.9	8.9%	-2.2%
10	CCOc1ccccc1NC(=O)COn1nnc2ccccc21	6.0	-8.8%	12.7	-2.2	-2.2%	?	3.4%	3.6	2.1%	-5.4%
11	O=C(CCl)NN1C(=O)NC2(CCCCC2)C1=O	3.1	-4.2%	-1.8	-1.1	1.0%	?	1.8%	1.6	-2.4%	-0.3%
12	Cc1ccc(SCC(=O)N2CCOCC2)cc1	-14.0	-0.6%[46.1 µM]	2.8	-0.6	7.0%	-1.3%	-1.8%	-1.0	-8.0%	-1.7%
13	O=C(Cn1nnnc1CN1CCOCC1)N1CCC(c2cccc(Cl)c2)C1 (stereo not drawn)	17.8	3.8%	-6.8	7.9	-14.1%	1.2%	3.3%	-1.3	?	5.3%
14	O=C(O)CC(c1ccccc1)n1cccc1 (stereo not drawn)	4.2	1.1%	-2.4	7.0	-3.5%	2.3%	-1.1%	0.4	1.4%	-0.3%
15	O=C(NCc1ccccc1)c1ccccc1C(=O)c1ncc[nH]1	-13.3	6.5%	8.4	-0.5	-2.6%	3.9%	1.9%[11.5 µM]	-4.6	-8.2%	-2.8%
16	O=C(C[C@H]1C[C@H](C(=O)N2CCOCC2)[C@@]2(CCC3CCCC3)c3[nH]c4cc(-c5ccco5)ccc4c3CCN2C1=O)NCc1ccco1	-2.8	-6.5%[46.1 µM]	-5.2	-11.7	-0.1%	0.3%	-3.4%	nt	nt	nt
17	COc1ccc(/C=C2/C(=O)C(C)(C(C)C)CCC2C)cc1 (stereo not drawn)	-3.3	-2.7%	3.3	-7.2	-3.0%	?	0.0%	3.0	1.3%	0.1%
18	Cn1ccnc1CC(O)(c1ccccc1)c1ccccc1	-11.3	-113.4%	8.0	-16.5	-7.1%	0.1%	2.4%	0.1	-3.2%	-4.1%
19	O=C(Cc1ccccc1)N1CCCC1c1ccccc1 (stereo not drawn)	5.9	4.7%	3.1	-13.1	-0.3%	-1.2%	5.4%	0.6	-6.8%	1.2%
20	S=C(Nc1cccnc1)N1CCc2ccccc21	nt	0.7%	1.1	-3.6	-0.1%	-7.3%	-4.3%	0.1	18.2%	0.5%
21	N#Cc1ccsc1NC(=O)CSc1ncn[nH]1	0.8	nt	-0.8	2.3	5.9%	2.9%	-3.8%	11.0	7.6%	-3.2%
22	CC1C(=O)N2CCCc3cc(NC(=O)CC(C)(C)C)cc1c32 (stereo not drawn)	-4.2	-3.2%	-13.7	20.1	-3.2%	0.7%	-0.2%	0.1	-2.0%	3.3%
23	CN(C)c1cc(=O)n2c(n1)SCCC2	0.7	-9.7%	15.7	-14.3	-3.1%	-6.9%	-3.5%	2.6	-4.7%	nt
24	CC(=O)N1CCN=C1SCc1cccc(C)c1	-1.3	-0.8%	-30.0	0.7	-3.2%	?	7.0%	nt	14.4%	2.8%
25	O=C(NCN1C(=O)C2C3C=CC(C3)C2C1=O)Nc1nncs1 (stereo not drawn)	4.5	2.4%[46.1 µM]	11.7	-1.9	-0.8%	-12.7%	nt	0.8	-2.5%	-3.8%
26	COc1cc(OC)cc(C(=O)NCC(=O)NCCN2C(=O)S/C(=C\c3ccccc3Cl)C2=O)c1	-16.4	nt	9.1	0.6	-6.2%	?	10.2%	nt	nt	nt
27	Cc1ccc(CCC(=O)Nc2ncc(Cc3cccc(Cl)c3Cl)s2)o1	5.5	-6.5%[46.1 µM]	10.6	4.3	5.0%	?	-0.8%	2.3	-3.6%	-0.1%
28	CC1CN(C(=O)CCC(=O)N2CCN(c3ccccn3)CC2)c2ccccc2O1 (stereo not drawn)	6.1	1.4%	35.5[activator]	6.2	-5.2%	-17.8%	7.6%	3.5	nt	nt
29	O=C1COc2ccc(S(=O)(=O)N3CCN(c4cccc(Cl)c4)CC3)cc2N1	0.1	2.9%	-3.2	3.4	-1.1%	-1.3%	-4.1%	nt	9.2%	1.9%
30	N#Cc1c(Nc2ccc(Cl)cc2)s[nH]c1=O	-0.4	0.8%	-7.5	17.9	6.6%	-11.3%	-2.3%	8.3	6.0%	4.7%
31	CCN(CC)C(=O)N1c2ccccc2Sc2ccccc21	-15.0	1.1%	-5.8	-12.6	1.4%	4.3%	?	1.9	-1.2%	-0.7%
32	COc1ccc(Cc2nnc(Nc3ccc(Cl)cc3)[nH]c2=O)cc1	-4.6	-4.1%	-7.8	-0.5	-4.6%	-4.5%	7.6%	3.1	-5.1%	nt
33	O=C(CSc1nc2ccccc2s1)N1c2ccccc2Sc2ccc(C(F)(F)F)cc21	-3.9	-0.7%	2.3	3.1	3.2%	19.3%	-3.6%	-1.2	?	2.8%
34	Cc1ccc(-c2nc(=O)[nH]c3ccccc23)cc1	6.4	0.5%	-26.4	1.4	0.7%	-14.5%	17.1%	-2.0	3.0%	nt
35	COc1ccc(CNC(=O)c2cc(C(C)=O)c[nH]2)cc1	10.1	-1.6%	-4.3	11.3	0.4%	?	4.5%	2.5	-6.3%	-4.8%
36	COc1ccc(OC)c(NC2c3ncccc3C(=O)N2Cc2ccco2)c1 (stereo not drawn)	6.2	-0.4%	-7.4	6.1	-3.4%	-1.5%	5.5%	-0.6	-6.2%	-2.3%
37	O=C(NC12CCC(O)C(SC1)/C2=N/O)c1ccccc1 (stereo not drawn)	11.3	-0.9%	-1.8	1.1	-2.9%	-0.7%	3.4%	-0.4	7.7%	-0.4%
38	Cc1cccc(C(=O)OCC(=O)N2CCCC2=O)c1O	1.6	-3.7%	-21.3	-9.2	3.4%	?	-4.1%	nt	nt	nt
39	O=C(O)C1Cc2ccccc2CN1C(=O)CSc1nnc2ccccn12 (stereo not drawn)	2.5	2.9%	-6.6	3.6	0.7%	-0.6%	0.7%	-2.9	-7.4%	-0.9%
40	Cc1nnc(SCc2nc3sc4c(c3c(=O)[nH]2)CCCC4)[nH]c1=O	0.7	nt	-12.6	6.8	8.6%	3.2%	-0.1%	2.5	-6.7%	-0.8%
41	Cc1ccc(C(C)C)c2oc(=O)cc(-c3ccc(-c4ccc(C(F)(F)F)cc4)cc3)c12	0.7	-2.8%[46.1 µM]	20.0	9.1	-2.5%	1.0%	16.4%	2.5	nt	nt
42	O=C(OCC(=O)N1CCC(Cc2ccccc2)CC1)c1ccccc1NCCO	-5.0	-1.4%	9.7	nt	-7.6%	?	20.8%	nt	nt	nt
43	O=C(O)/C=C/C(=O)N1CCc2ccccc21	nt	-2.7%	4.3	4.5	1.2%	-1.0%	1.0%	3.2	2.5%	3.0%
44	NS(=O)(=O)c1ccc(CCN2C(=O)CCC2=O)cc1	-0.7	-2.9%	-7.1	6.8	3.8%	3.0%	-8.6%	3.5	-12.6%	nt
